TLR4-MyD88 BLA: inhibitors of human TLR4-MyD88 binding. HeLa CL3-4 TLR4/MyD88 BLA complementation, FRET ratio. O00206+Q99836. hit rate 0.18% among 200,000. inhibition, % at 8.4 µM; in the data active means inhibition above about 25%;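 further: 0% = vehicle and 100% = reference inhibitor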
Target sequence (O00206 whole entry, looked up): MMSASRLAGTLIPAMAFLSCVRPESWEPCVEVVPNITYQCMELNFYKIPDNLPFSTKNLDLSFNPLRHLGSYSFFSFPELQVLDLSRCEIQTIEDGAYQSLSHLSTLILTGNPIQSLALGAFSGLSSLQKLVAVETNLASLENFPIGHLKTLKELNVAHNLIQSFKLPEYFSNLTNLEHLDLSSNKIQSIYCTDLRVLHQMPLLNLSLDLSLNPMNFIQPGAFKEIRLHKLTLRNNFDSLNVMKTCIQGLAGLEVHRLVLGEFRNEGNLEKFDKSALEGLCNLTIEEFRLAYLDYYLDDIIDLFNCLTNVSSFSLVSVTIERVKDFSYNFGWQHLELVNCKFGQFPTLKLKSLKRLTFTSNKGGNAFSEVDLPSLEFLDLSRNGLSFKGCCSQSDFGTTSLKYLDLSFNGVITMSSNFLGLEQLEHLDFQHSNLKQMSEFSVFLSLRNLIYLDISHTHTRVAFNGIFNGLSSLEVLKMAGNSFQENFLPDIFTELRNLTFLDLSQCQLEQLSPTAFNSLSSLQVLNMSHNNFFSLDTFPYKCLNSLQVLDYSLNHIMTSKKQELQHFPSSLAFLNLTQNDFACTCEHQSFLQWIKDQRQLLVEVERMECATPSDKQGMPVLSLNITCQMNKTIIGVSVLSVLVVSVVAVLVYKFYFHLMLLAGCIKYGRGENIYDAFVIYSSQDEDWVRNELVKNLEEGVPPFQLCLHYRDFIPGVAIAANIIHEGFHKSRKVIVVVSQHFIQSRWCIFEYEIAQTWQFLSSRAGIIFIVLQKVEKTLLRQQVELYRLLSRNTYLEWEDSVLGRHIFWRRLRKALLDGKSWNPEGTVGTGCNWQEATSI
Target sequence (Q99836 whole entry, looked up): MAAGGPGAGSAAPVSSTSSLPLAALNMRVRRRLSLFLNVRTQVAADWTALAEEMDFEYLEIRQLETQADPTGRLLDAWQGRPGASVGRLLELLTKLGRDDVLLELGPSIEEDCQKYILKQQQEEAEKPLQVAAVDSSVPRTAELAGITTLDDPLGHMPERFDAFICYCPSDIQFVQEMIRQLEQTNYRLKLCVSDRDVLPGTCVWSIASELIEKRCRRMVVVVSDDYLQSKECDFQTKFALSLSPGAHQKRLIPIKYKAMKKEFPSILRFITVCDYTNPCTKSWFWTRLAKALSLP
Redox H2O2 prof: compounds producing H2O2 with reducing agent – biochemical, NIH compound library profiling, artefact control for MLSCN library redox annotation, primary screen; hit rate 0.03% among 200,000; DTT-dependent redox cycling H2O2, phenol red/HRP absorbance; 100% = 100 µM peroxide control, 0% = buffer; AID 878; activation, % at 10 µM;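 active means activation of at least 50% relative to the plate's high and low controls in the primary single-dose screen; inactive means activation below 50%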;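 further: compound incubated with DTT at 0.8 mM final as the reducing agent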
APP 5'UTR act: activates APP 5'UTR luciferase reporter. activation, % at 2 µM. AID 1276. hit rate 1% among 190,000. SH-SY5Y APP 5'UTR luciferase reporter, luminescence; zero percent = DMSO vehicle wells;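 active means activation above a set limit, based on mean plus 3 SD of controls, cut at about 140% in these data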; further: values of inactives mirror those of a sister screen read the other way
STAT1 activator: activators of IFN-gamma induced STAT1 signaling. NIH 3T3 STAT1-luciferase reporter, luminescence; 100% = IFN-gamma alone, no compound. activation (% of control), % at 5.5 µM. hit rate 2.6% among 200,000. AID 932;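 active means activation above the screen-wide mean activation plus 3 SD, cut at about 130% in these data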;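 further: raw ratio to IFN-gamma control signal so 100% means no change and 0% no light; values of inactives mirror those of a sister screen read the other way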
STAT1 inh: STAT1 signaling inhibition; hit rate 0.35% among 200,000; AID 920; inhibition, % at 5.5 µM; NIH 3T3 STAT1-luciferase reporter, IFN-gamma, luminescence;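 active means inhibition above a set limit, the mean inhibition across all tested compounds plus 3 SD, cut at about 34% in these data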;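 further: 0% = IFN-gamma with DMSO and 100% = IFN-gamma with 300 µM nifuroxazide; values of inactives mirror those of a sister screen read the other way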
STAT3 act: increases IL-6 driven STAT3 reporter signal. U3A cells, IL-6 STAT3-luciferase reporter, luminescence; 100% = signal with IL-6 EC80 alone. activation (% of control), % at 5.6 µM. hit rate 0.91% among 190,000;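 active means activation above the screen-wide mean of compound activation plus 3 SD, cut at about 130% in these data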;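 further: 0% = background luminescence of wells with medium and substrate only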
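Material: STAT1-lacking human U3A cells, STAT3 luciferase reporter | Benchmarks: IL-6-only wells as 100% reference | Probe or stimulus: IL-6 (33 ng/mL) | Timing: Compound 1 h, then IL-6 6 h at 37 °C | Detection: Luminescence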
STAT3 inh: reduces IL-6 driven STAT3 reporter signal | hit rate 0.89% among 190,000 | U3A cells, IL-6 STAT3-luciferase reporter, luminescence; host cell line lacks STAT1 | inhibition, % at 5.5 µM;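 active means inhibition above the mean inhibition across all screened compounds plus 3 SD, cut at about 44% in these data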;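 further: 0% = DMSO only wells and 100% = 100 µM nifuroxazide control wells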
Hsp70 activator: switches on Hsp70 transcription | activation, % at 10 µM | HeLa Hsp70 promoter luciferase reporter, luminescence; scaled: vehicle 0, proteasome-inhibitor control 100% | hit rate 0.04% among 200,000;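 active means activation above the mean across all tested compounds plus 3 SD, cutoff set per campaign, cut at about 5.5% in these data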;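 further: 100% = MG132 at 30 µM as the positive control and 0% = DMSO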
HMGR II inh: inhibitors of class II HMG-CoA reductase from Enterococcus faecalis; purified E. faecalis HMGR, NADPH absorbance 340 nm kinetic; inhibition, % at 10 µM; hit rate 0.41% among 190,000; AID 1066;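 active means inhibition above a set limit, the median over all tested compounds plus 3 SD, cut at about 9.5% in these data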;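 further: enzyme runs in reverse so mevalonate oxidation gives rising NADPH absorbance; 0% = complete reaction with DMSO and 100% = background rate lacking mevalonate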
NF-kB expr up: NF-kB expression increase, human neuronal cells | fold change at 12.5 µM | hit rate 1.6% among 190,000 | NF-kB reporter expression; stronger effect = higher value; in the data active means fold change above about 3.3
The depositor's hits bear a star; x = not tested or not shown.

SMILES	TLR4-MyD88 BLA	Redox H2O2 prof	APP 5'UTR act	STAT1 activator	STAT1 inh	STAT3 act	STAT3 inh	Hsp70 activator	HMGR II inh	NF-kB expr up
COc1ccc(C(=O)Nc2nc3ccc(S(C)(=O)=O)cc3s2)cc1OC	-1	0.2	9	103	-3	85	18	-0.2	-4	0.57
COc1ccccc1NC(=O)Nc1ccc2[nH]c(=O)[nH]c2c1	3	-0.3	17	98	1	105	-1	-0.1	-6	1.2
NC(=O)c1ccc2nc(NC(=O)c3ccc(N)cc3)sc2c1	-7	-0.9	23	142*	-45	88	17	-0.1	-22	1.9
COc1ccc(NC(=O)c2ccc3c(=O)n(Cc4ccco4)c(=S)[nH]c3c2)c(OC)c1	-2	1.5	15	94	6	98	9	1.1	-5	1.1
CC(C)(C)[C@@H]1C=C(C(=O)N2CCN(Cc3ccccc3)CC2)O[C@H](OCCCCO)C1	11	0.2	-2	103	-2	x	x	-0.1	-3	0.94
COc1ccc(C(=O)NNC(=O)Nc2ccc(C)cc2)cc1	-13	-0.7	10	102	-2	91	15	0.2	-4	1.2
COc1cc(OC)c(C(=O)OCC(=O)N2CC(=O)Nc3ccccc32)cc1OC	-5	-0.8	4	97	2	102	-1	-0.1	0	1.2
O=C(CSc1ccccc1Cl)NC1CCCc2ccccc21 (stereo not drawn)	-8	0.2	-2	99	1	108	-14	-0.3	-1	0.99
CC1CCCN(C(=O)C(Cc2ccccc2)n2cccc2)C1 (stereo not drawn)	-11	-0.2	-8	106	-7	108	0	-0.1	0	1.2
CC(=O)Nc1ccc(S(=O)(=O)NCC(=O)OCC(=O)NC(=O)C2CCCCC2)cc1	-8	-0.1	8	101	-2	109	-1	0.5	-3	0.79
CCOc1ccc(S(=O)(=O)N2c3ccccc3CC2C)cc1 (stereo not drawn)	-1	-0.8	-94	98	2	97	5	0.0	-1	2.1
CCCC(=O)Nc1cccc(NC(=O)CN2CCN(c3ccccc3OC)CC2)c1	1	-0.4	23	99	-1	102	2	-0.3	-4	0.85
Cc1cc(C)n(/N=C/c2cccc([N+](=O)[O-])c2)c(=O)c1	-2	-0.5	-13	88	14	86	20	-0.1	-7	1.4
COc1cc(/C=N/OCC(=O)NC23CC4CC(CC(C4)C2)C3)ccc1OCc1ccccc1	-17	1.0	17	115	-17	104	-10	-0.2	-4	1.1
O=C(CSc1nnc(C2COc3ccccc3O2)o1)NC1CCCCC1 (stereo not drawn)	-4	-1.1	17	100	1	110	-12	-0.1	-11	1.9
COc1ccc2oc(-c3ccc(NC(=O)c4ccc(N5CCOCC5)c([N+](=O)[O-])c4)cc3)nc2c1	1	0.9	48	94	7	101	-3	-0.3	-4	0.66
O=c1c2c3c(sc2n2cnnc2n1CCc1ccccc1)CCCC3	-2	0.7	5	101	-6	101	0	-0.2	0	0.91
COc1ccc(N2CC(C)Cn3c2nc2c3c(=O)n(CCN3CCOCC3)c(=O)n2C)cc1 (stereo not drawn)	-9	2.5	-1	91	10	99	4	-0.2	-5	1
CCCCOc1ccc(C(=O)CCNC(C(=O)O)C(C)CC)cc1 (stereo not drawn)	6	-2.4	-1	100	0	104	2	0.0	x	x
O=C(CNC(=O)C1CCCCC1)Nc1ccc(Cl)cc1	3	-0.8	25	106	-9	108	0	0.5	-2	1.5
COc1ccc(C(=O)NNC(=O)CSc2nnc(-c3cccnc3)o2)cc1	-5	0.3	-6	97	2	101	4	-0.2	0	1.1
CC1=C(C(=O)OCc2ccccc2)C(c2cccs2)NC(=O)N1CCCC(=O)O (stereo not drawn)	-2	-0.3	-21	103	-4	97	1	-0.4	-11	1.1
CCOC(=O)c1ccc(N=C2SC(C(=O)NC)CC(=O)N2Cc2ccc(F)cc2)cc1 (stereo not drawn)	-22	0.8	13	100	1	101	4	-0.3	-2	1.1
Cc1ccc(N(CC(=O)Nc2ccc3c(c2)OCCO3)S(=O)(=O)c2c(C)noc2C)cc1	4	0.0	-1	98	2	109	-6	-0.2	-3	0.56
COc1ccc(CC(=S)N2CCOCC2)cc1OC	-6	2.7	3	97	3	102	5	-0.1	-5	1.1
SMILES	TLR4-MyD88 BLA	Redox H2O2 prof	APP 5'UTR act	STAT1 activator	STAT1 inh	STAT3 act	STAT3 inh	Hsp70 activator	HMGR II inh	NF-kB expr up
Cc1nn(C)c(C)c1S(=O)(=O)N1CCC(CO)(CC2CCCCO2)CC1 (stereo not drawn)	7	0.2	-2	97	1	105	2	-0.1	-3	1.1
CCOCc1c(C(=O)OCC(=O)Nc2ccc(C)c(S(=O)(=O)N(C)C)c2)oc2ccccc12	7	0.1	26	94	6	103	-3	-0.3	0	1.4
CCN(CC)c1nc2n(c(=O)n1)CCO2	1	3.8	5	98	3	104	-2	-0.4	-1	1.1
CCOC(=O)c1c(Cc2cccc(Cl)c2)c[nH]c1C	-17	0.3	11	91	9	87	14	-0.4	-7	1
COCCCn1c(Cc2csc(Nc3cccc(Cl)c3)n2)nnc1SCC(=O)OC	9	0.7	3	104	-5	100	3	-0.4	-6	1.1
O=C(NCc1ccccc1)N1CCN(c2ccc(Cl)c(Cl)c2)CC1	-7	0.8	-6	84	17	82	23	-0.2	-9	0.81
CCCCCCCCOC(=O)CCn1[nH]c(=O)c2ccccc2c1=O	-2	0.9	10	98	2	103	1	-0.2	0	1.1
Cc1cc(=O)[nH]c(SCC(=O)NCCOc2ccccc2)n1	-8	-1.4	1	94	6	102	1	0.1	-9	1.2
CSc1cccc(NC(=S)N2CCC(N(C)C3CCCCC3)CC2)c1	-12	-1.0	3	101	-2	97	8	-0.4	-2	0.82
O=C(CSc1nnc(Cc2cccs2)n1C1CCCCC1)N1CCN(C(=O)c2ccco2)CC1	-4	1.4	-10	108	-8	105	-4	0.2	-2	1.3
CCOC(=O)C1=C(CC)OC(N)=C(C#N)C1c1ccc(NC(C)=O)cc1 (stereo not drawn)	-3	1.1	2	94	6	101	3	0.0	2	1.2
C=CCNC(=O)c1oc2ccc(S(=O)(=O)N(CC)CC)cc2c1C	-2	1.4	27	96	5	97	6	-0.4	-4	1.1
Nc1c(C(=O)c2ccccc2)oc2ccccc12	-6	0.1	14	111	-19	106	-7	0.8	-4	1.3
Nc1nc2nc(-c3ccc(OCc4ccccc4)cc3)cc(C(F)(F)F)n2n1	-22	0.6	-7	102	0	89	13	-0.5	-6	0.89
FC(F)(F)c1ccc(NC(=S)NC2CCCCC2)cc1	-4	0.6	31	110	-12	98	10	0.0	1	1.4
CCOc1cc2c(cc1OCC)C(C(=O)O)C(c1ccc(OC)c(O)c1)N(C)C2=O (stereo not drawn)	-2	-1.1	1	101	-1	101	2	-0.2	-5	1.1
COc1ccc2c(c1)sc(=N)n2C	-2	-0.8	-6	85	16	102	-1	-0.2	-4	0.68
C=CCOc1ccc(C(=O)Nc2ccc(OCC)cc2)cc1	6	-1.4	-7	117	-21	92	14	0.1	-5	1.2
CCn1c(SCC(=O)NNC(=O)c2ccccc2)nnc1-c1ccco1	-10	-0.8	-9	100	0	97	6	0.1	-5	0.98
O=C(Nc1cccc([N+](=O)[O-])c1)c1ccc(CN2CCOCC2)cc1	-7	0.0	19	113	-14	101	2	-0.4	-7	1.4
O=C(Nc1ccc(Oc2cccnc2)cc1)c1ccccc1F	4	0.4	38	117	-19	84	30	0.2	-7	1.8
CCn1c(SCC(=O)NC2CCCCC2C)nnc1-c1ccc(OC)cc1 (stereo not drawn)	-9	-1.4	-1	100	0	104	-4	-0.1	-1	0.94
COc1ccc(C(=O)c2ccc(N3CCN(C(=O)c4ccc(F)cc4)CC3)c(F)c2)cc1Br	-16	0.3	6	101	-1	88	18	-0.3	-1	0.75
O=C(CN1CCCc2ccccc21)NCCc1ccc(F)cc1	-7	0.2	19	90	10	110	-8	0.5	-4	0.92
O=C(NC1CCCCC1)c1ccccc1NC(=S)NC(=O)C1CC1	12	0.0	13	105	-5	103	0	0.4	-1	1.2
SMILES	TLR4-MyD88 BLA	Redox H2O2 prof	APP 5'UTR act	STAT1 activator	STAT1 inh	STAT3 act	STAT3 inh	Hsp70 activator	HMGR II inh	NF-kB expr up
CCOC(=O)C(NCc1ccco1)(NC(=O)c1ccc(OC)cc1)C(F)(F)F (stereo not drawn)	6	-0.6	-3	96	4	97	5	-0.1	-2	0.9
Cc1cc(C)cc(Oc2ccccc2CO)c1	8	-0.1	0	92	6	104	2	-0.5	-8	1.8
COc1ccc2c(c1OC)C(=O)OC2c1c(O)nc(SC)n(-c2ccccc2)c1=O (stereo not drawn)	-2	0.3	-18	113	-14	99	3	0.0	-2	0.94
CCC(C(=O)Nc1ccccc1C(=O)N1CCCC1)N1C(=O)c2ccccc2C1=O (stereo not drawn)	-14	0.3	-5	101	-1	100	3	-0.1	0	0.98
CCOc1ccc(S(=O)(=O)NCCCl)cc1	-5	-1.1	24	104	-7	107	-1	0.0	2	1.1
CC(C)c1ccc(NC(=O)C(c2ccccc2)N2CCN(C=O)CC2)cc1 (stereo not drawn)	17	0.9	9	116	-17	108	-4	0.7	1	1.1
Cc1ccc(Nc2c(-c3ccc(N4CCOCC4)cc3)nc3ncccn23)cc1C	6	0.8	-1	98	2	90	11	-0.3	1	1.2
O=C(NCc1cccnc1)/C(=C/c1ccco1)NC(=O)c1ccccc1	-16	1.7	-1	99	2	102	8	-0.5	6	1.1
COC(=O)c1cc(-c2c[nH]c3ccccc23)n[nH]1	1	2.3	-2	98	2	83	25	-0.3	1	1.4
CCOC(=O)c1c(/N=C/C2C(=O)CCCC2=O)sc(C)c1C	-1	-0.1	-1	108	-9	105	-6	-0.1	-1	1.1
COc1cc(S(=O)(=O)NC2CCCCC2)ccc1Cl	-6	1.1	-15	98	2	91	14	-0.1	3	1
CCc1c(C#N)c(SCCC(=O)Nc2ccc(F)cc2)nc2c1C(=O)CC(C)(C)C2	-2	0.0	4	97	4	98	3	0.1	-1	0.67
N#Cc1nc(-c2ccc(F)cc2)oc1NCc1cccc2c1OCO2	-8	-1.0	5	111	-11	104	-5	-0.5	4	1.2
CCOCCOC(=O)c1ccc(NC(=O)c2cc(OC)c(OC)c(OC)c2Br)cc1	-2	0.6	3	97	3	105	-7	0.0	-3	1.1
COc1ccc(C(C)NC(=O)c2ccccc2)cc1 (stereo not drawn)	6	0.1	1	97	3	99	-2	-0.2	2	1.1
O=C(CNC(=O)c1ccccc1Br)N/N=C/c1cc(Br)ccc1O	-6	0.9	-32	97	3	104	4	-0.2	8	1
Cc1ccc2[nH]c(=S)cc(C)c2c1	9	0.9	-9	93	7	98	4	-0.1	-4	1.4
Cc1cc(C)cc(NC(=O)C2(c3cccs3)CCOCC2)c1	7	-0.3	9	108	-9	100	0	-0.5	-2	1.1

Part of the list above, reduced to APP 5'UTR act, STAT1 inh and Hsp70 activator.
Structure | APP 5'UTR act | STAT1 inh | Hsp70 activator
Cc1cc(C)cc(NC(=O)C2(c3cccs3)CCOCC2)c1 | 9 | -9 | -0.5
Cc1ccc2[nH]c(=S)cc(C)c2c1 | -9 | 7 | -0.1
Cc1cc(C)cc(Oc2ccccc2CO)c1 | 0 | 6 | -0.5

Bioassay records: PubChem, several laboratories
